# CXCR6 block – inhibitors of human CXCR6 receptor; CHO-K1 PathHunter CXCR6 beta-arrestin, luminescence; inhibition, % at 20 µM; hit rate 0.36% among 360,000; O00574; in the data active = inhibition above about 34%, passing the limit was not always enough;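 also: antagonist mode with CXCL16 agonist at 10 nM final; 0% = 10 nM CXCL16 with DMSO and 100% = unstimulated wells without agonist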
# Target sequence (O00574 whole entry, looked up): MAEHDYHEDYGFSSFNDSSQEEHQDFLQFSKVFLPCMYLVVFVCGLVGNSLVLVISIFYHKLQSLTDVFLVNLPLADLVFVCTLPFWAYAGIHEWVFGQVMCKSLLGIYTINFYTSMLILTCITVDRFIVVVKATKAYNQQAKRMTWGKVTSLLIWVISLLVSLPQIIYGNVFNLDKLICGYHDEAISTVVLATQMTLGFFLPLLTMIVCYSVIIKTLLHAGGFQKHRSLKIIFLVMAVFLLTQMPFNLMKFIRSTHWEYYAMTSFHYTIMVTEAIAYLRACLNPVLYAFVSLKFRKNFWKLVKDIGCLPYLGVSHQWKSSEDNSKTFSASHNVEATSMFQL
# CCR6 antagonist – CCR6 (human) receptor antagonism; P51684; CHO-K1 CCR6 PathHunter beta-arrestin, luminescence, CCL20-stimulated; inhibition, % at 20 µM; hit rate 0.49% among 340,000; AID 493098;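 active = compounds whose inhibition of the agonist-driven luminescence signal at 20 µM reaches about 50%, limit read from the data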;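 also: cells stimulated with CCL20 at 14 nM final; plate controls were DMSO with CCL20 for no effect and DMSO without agonist for full effect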
# Target sequence (P51684 whole entry, looked up): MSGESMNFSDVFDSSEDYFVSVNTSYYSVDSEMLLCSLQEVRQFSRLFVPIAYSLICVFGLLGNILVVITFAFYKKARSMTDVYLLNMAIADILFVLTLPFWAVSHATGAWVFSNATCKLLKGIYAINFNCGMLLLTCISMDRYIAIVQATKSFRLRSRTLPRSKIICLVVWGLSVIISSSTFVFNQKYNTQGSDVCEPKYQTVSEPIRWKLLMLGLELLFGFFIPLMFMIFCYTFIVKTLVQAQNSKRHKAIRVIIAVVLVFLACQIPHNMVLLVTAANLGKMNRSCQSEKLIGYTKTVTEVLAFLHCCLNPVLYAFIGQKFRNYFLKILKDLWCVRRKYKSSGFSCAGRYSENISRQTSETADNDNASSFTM
# UPR XBP1 act – adaptive UPR (XBP1) activation. hit rate 0.33% among 330,000. CHO-XBP1 luciferase reporter, IRE1-XBP1 UPR activation, luminescence; percent of tunicamycin response, DMSO as zero. activation, % at 20 µM. AID 463104;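 active = versus positive control, 20 µM dose yields 30% or more activation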;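 also: 100% = tunicamycin at 10 µg/mL and 0% = DMSO only wells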
#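 Assay system: IRE1-XBP1 luciferase reporter CHO line. Input: 1000 cells/well. Buffer or medium: F12 with 10% serum. Doses: 20 µM, 1% DMSO. Times: overnight seeding at 37 °C, 6 h compound treatment at 37 °C. Technique: Steady-Glo luciferase glow luminescence, 10 min after reagent addition.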
# APJ antagonist – blocks the human apelin receptor APJ; P35414; CHO-K1 APJ beta-arrestin complementation, luminescence; inhibition, % at 20 µM; hit rate 0.32% among 330,000; AID 2521;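 active = inhibition above about 40% at 20 µM, limit read from the data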;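 also: cells challenged with 10 nM apelin-13 agonist together with compound; plate controls were apelin-13 plus DMSO wells for no effect and DMSO wells lacking apelin-13 for full effect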
# Target sequence (P35414 whole entry, looked up): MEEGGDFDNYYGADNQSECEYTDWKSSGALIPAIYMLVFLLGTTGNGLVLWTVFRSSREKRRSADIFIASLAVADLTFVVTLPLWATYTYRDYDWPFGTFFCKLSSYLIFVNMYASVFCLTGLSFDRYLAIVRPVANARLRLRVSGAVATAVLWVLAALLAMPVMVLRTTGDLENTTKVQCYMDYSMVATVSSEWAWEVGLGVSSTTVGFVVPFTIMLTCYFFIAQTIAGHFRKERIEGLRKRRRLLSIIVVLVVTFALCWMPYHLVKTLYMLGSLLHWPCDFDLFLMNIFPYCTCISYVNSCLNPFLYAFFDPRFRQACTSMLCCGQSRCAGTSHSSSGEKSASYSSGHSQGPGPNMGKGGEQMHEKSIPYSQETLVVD
# CHOP UPR activ – activators of apoptotic arm of unfolded protein response (CHOP); CHO-CHOP luciferase reporter, UPR activation, luminescence; percent of tunicamycin response over DMSO baseline; activation, % at 10 µM; hit rate 0.34% among 330,000; AID 449763;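 active = at 10 µM dose, activation of 40% or more, normalized to positive control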;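 also: 100% = tunicamycin at 10 µg/mL and 0% = DMSO alone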
#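 System: CHO-CHOP luciferase reporter cell line | Buffer or medium: F12 medium containing 10% fetal bovine serum | Doses: One dose, 10 µM in 0.5% DMSO | Times: 6 h compound exposure at 37 °C after overnight seeding | Signal: Luciferase luminescence | Read-out: % activation vs tunicamycin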
# Mdm2 MdmX PPI – human Mdm2/MdmX binding inhibition | O15151+Q00987 | SaOS-2 split-luciferase Mdm2/MdmX complementation, luminescence | inhibition, % at 8 µM | hit rate 3% among 330,000 | AID 485346;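 active = inhibition of at least 50% at 8 µM in the primary screen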
# tim23-1 inh – inhibits growth of tim23-1 mutant yeast; S. cerevisiae tim23-1 growth, BacTiter-Glo luminescence, 24 h; inhibition, % at 20 µM; hit rate 1.3% among 330,000; AID 463212;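 active = growth inhibition of the mutant yeast at or above 50%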;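 also: temperature-sensitive mutant grown at 25 °C; plate controls were DMSO-treated mutant yeast for no effect and medium wells lacking yeast for full effect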
# EBI2 antag – blocks human EBI2 receptor beta-arrestin signaling; EBI2 beta-arrestin recruitment, luminescence, 7a,25-OHC stimulated; inhibition, % at 5 µM; P32249; hit rate 0.81% among 360,000; in the data active = inhibition above about 38%;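 also: enzyme fragment complementation signal reports receptor beta-arrestin coupling in cells; 0% = agonist plus DMSO wells and 100% = wells without agonist; some results beyond the cut were filed as inactive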
# APJ ag – activates the human apelin receptor APJ. P35414. CHO-K1 APJ PathHunter beta-arrestin, luminescence; 0% DMSO wells, 100% apelin. activation, % at 20 µM. hit rate 0.11% among 330,000. AID 2520;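 active = activation more than six SD over the plate average, tested at 20 µM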;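 also: 0% = DMSO alone and 100% = apelin-13 at 10 nM; some results filed as inactive read as strong as hits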
#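 Material: engineered CHO-K1 APJ arrestin reporter cells; amount: 1000 CHO-K1 reporter cells seeded per well; incubation: compound stimulation 90 min at 25 °C, detection 60 min; signal: luminescent beta-gal fragment complementation, chemiluminescent substrate; read-out basis: APJ agonist activity; controls: DMSO-only wells as negative, 10 nM Apelin-13 as positive control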
# Active calls of the source: *; . = not tested or not shown. This is a subset; rates above refer to the full screens.
# Fields: CXCR6 block	UPR XBP1 act	tim23-1 inh	CCR6 antagonist	APJ ag	EBI2 antag	Mdm2 MdmX PPI	CHOP UPR activ	APJ antagonist
> O=C1CCCc2nc3c(cc21)C(O)Oc1c-3ccc2ccccc12 (stereo not given)
→ 16	5	-12	5	0	12	-8	5.1	0
> CC1CCCC(C)N1CC(C)(C)NS(=O)(=O)c1ccc(Cl)cc1 (stereo not given)
→ -5	1	11	-5	-3	-16	14	-1.9	19
> COc1ccc(C2=Nn3c(nnc3-c3ccccc3Cl)SC2)cc1OC1CCCC1
→ 4	16	33	10	-2	23	73*	0.7	6
> Cc1occc1C(=O)NC(C)C1CCCO1 (stereo not given)
→ -4	-1	0	-2	-1	-1	-16	-0.6	-17
> C/C(=N\OCc1ccccc1)c1c(O)cc(C(C)C)n(-c2ccccc2)c1=O
→ -2	3	28	4	-2	0	-2	1.6	6
> O=C1CC2(CCN(C(=O)C(=O)c3c[nH]c4ccccc34)CC2)Oc2ccccc21
→ -6	-2	26	25	-2	6	25	1.4	-17
> CC(=O)N1c2ccc(S(=O)(=O)NCCc3ccccc3)cc2CC1C (stereo not given)
→ 0	-6	7	15	0	1	13	1.9	4
> Cc1nc2ccc(NC(=S)N3CCN(c4ccccn4)CC3)cc2nc1C
→ -6	2	15	-2	-1	-2	-1	0.6	-20
> COC(=O)CSc1nnc(CNC(=O)c2ccco2)n1-c1ccc(F)cc1
→ -2	-1	21	-5	-4	-10	-18	-0.5	-8
> Nc1nnc(CSCc2ccccc2)s1
→ -4	9	6	3	-2	-2	12	-0.8	10
> CCC(Oc1ccccc1)C(=O)Nc1ccc(S(=O)(=O)Nc2cc(C)on2)cc1 (stereo not given)
→ -1	11	5	-5	1	-8	-5	0.8	3
> COc1ccc(CCN(CC(=O)NC(C)(C)C)C(=O)Cn2nnc(-c3ccc(C)o3)n2)cc1OC
→ -5	-5	-9	2	-3	-9	-17	-1.1	5
> COc1ccc(CC(=O)Nc2ccc3c(C)cc(=O)oc3c2)cc1OC
→ -5	1	-3	4	0	-3	26	4.5	16
> O=C(O)CC(Cc1ccc(Br)cc1)C(=O)Nc1ccccc1 (stereo not given)
→ 1	-5	11	9	0	4	12	0.0	13
> COc1ccc(OCC(O)CN2CCN(c3ccccc3)CC2)cc1 (stereo not given)
→ -5	-2	-1	-25	-2	26	4	-0.3	-11
> CC1CCCCN1C(=O)Cc1ccc(Cl)cc1 (stereo not given)
→ -2	3	10	-3	-4	-2	-2	2.8	-2
> CCn1cc2nc(SCC(=O)Nc3ccc(OC)cc3OC)n(Cc3ccc(OC)cc3)c(=O)c2n1
→ -2	4	-42	5	-1	0	50*	-0.9	-31
> CCOCCCNC(=O)CN1C(=O)COc2ccc(S(=O)(=O)N3CCCCCC3)cc21
→ -3	-3	9	16	-1	0	14	-0.6	-35
> CCN1CCCC1CNC(=O)c1cc2ccc(OC)cc2[nH]1 (stereo not given)
→ 4	-1	-6	15	1	0	-13	3.3	17
> O=S(=O)(NCC(O)COCc1ccco1)c1cccs1 (stereo not given)
→ 1	2	14	-1	10	-7	5	0.1	13
> O=C(O)COCC(=O)Nc1ccc(Oc2ncnc3cc(Cl)ccc23)nc1
→ -7	-1	10	8	0	2	19	0.1	6
> Cc1cccc(Nc2ccncc2S(=O)(=O)NC(=O)NC(C)C)c1
→ -13	-6	4	6	-6	5	1	-2.1	-2
> COc1ccccc1N1CCN(C(=O)CSc2nc(C)c(C)c(=O)[nH]2)CC1
→ 3	-3	18	-1	-2	-3	21	1.0	-1
> CC(C)Cc1ccc(C(C)C(=O)OCC(=O)c2c[nH]c3ccccc23)cc1 (stereo not given)
→ -8	-2	48	3	4	-5	21	-1.6	-16
> COc1cccc(NC(=S)N(CCC(C)C)C2CCN(C(C)=O)CC2)c1
→ -5	-5	2	4	-4	1	-15	2.1	14
> CC(=O)N1CCc2cc(S(=O)(=O)NC(CC(C)C)C(=O)N3CCCC3)ccc21 (stereo not given)
→ 1	-5	-3	-7	1	-1	-18	-1.9	23
> Clc1ccc(-n2ncc3c(NCC4CCCO4)ncnc32)cc1 (stereo not given)
→ -7	-1	43	1	0	-13	-54	0.8	-14
> O=C(CCc1ccc(O)c(O)c1)NNC(=S)NCCc1ccccc1
→ -4	3	15	-5	2	-2	18	1.2	-9
> Cc1cc(=O)oc2cc(OCC(=O)OCC(=O)Nc3ccc(C(N)=O)cc3)ccc12
→ 6	-3	12	8	-2	9	1	-2.5	17
> Cc1ccc(/C=N/Nc2ccccn2)s1
→ 7	-2	3	12	-2	-5	7	3.2	1
> CCOC(=O)c1[nH]cnc1C(=O)N1CCC(C)CC1
→ 8	-4	-8	10	-2	-10	20	3.6	5
> O=C(CN1CCN(C(=O)c2ccc(-c3nc4ccccc4s3)o2)CC1)Nc1ccccc1Cl
→ -14	-1	25	-10	2	3	28	6.4	-27
> COc1ccc(S(=O)(=O)NCc2cn3c(C)csc3n2)cc1F
→ 4	4	7	7	-3	-3	9	1.4	1
> CCOc1cc(/C=N\NC(=O)c2ccc(C)nc2)ccc1OC(=O)c1ccc(F)cc1
→ -2	-3	-5	14	0	23	-1	-0.4	4
> CCOc1ccc(NC(=O)[C@H](C)NC(=O)C2CC(=O)N(c3ccc(OC)cc3)C2)cc1 (stereo not given in full)
→ 3	1	1	7	-2	2	0	-0.5	3
> COc1ccc(CN2C(=O)CC(C(=O)NCCc3ccc(S(N)(=O)=O)cc3)SC2=Nc2ccccc2)cc1 (stereo not given)
→ -3	-3	-10	1	1	12	-10	0.6	-12
> O=c1c2c(nc3cc(-c4cccc(Cl)c4)[nH]n13)CCC2
→ 5	-2	-18	-12	-3	-12	-69	0.8	-10
> Cc1sc2nc(CC(=O)N3CCCC3)[nH]c(=O)c2c1C
→ 1	-1	0	2	0	-5	7	0.4	27
> CC(C)(C)OC(=O)NCCCCCNC(=O)c1[nH]cnc1C(=O)Nc1nccs1
→ -7	0	18	-17	0	2	4	1.9	20
> O=C(CSc1ccc(F)cc1)Nc1ccc(N2CCOCC2)cc1
→ -6	-2	10	7	-1	-1	-10	3.7	-10
> O=c1cc(CNc2cc(Cl)ccc2Cl)nc2sccn12
→ -3	0	19	9	-3	-1	-38	2.1	1
> CCc1cccc(OCC(=O)N(C)CC(=O)Nc2cccc(F)c2)c1
→ -1	-3	20	8	-4	-7	38	-1.8	19
> Cc1cccc(N2C(=O)CN(Cc3sccc3C)C2=S)c1
→ 2	-1	40	15	-1	-2	25	-0.8	3
> Cc1nc2ccc(NC(=O)N3CCCCC3)cc2nc1C
→ -17	1	-73	7	-4	4	21	-1.8	11
> CCC(C)NS(=O)(=O)c1ccc(S(=O)(=O)N(CC(=O)Nc2ccccc2)Cc2ccco2)cc1 (stereo not given)
→ 8	-2	1	-2	1	3	-3	-1.3	5
> COc1cccc(C(=O)N2N=C(c3ccccn3)CC2(O)C(F)(F)F)c1 (stereo not given)
→ 25	3	16	35	-1	-2	26	4.1	8
> CC(=O)NS(=O)(=O)c1ccc(N=NN2CCCCC2)cc1
→ -4	2	0	-2	-1	-14	-35	2.1	10
> O=C1CC(N2CCOCC2)C(=O)N1CCc1ccccc1 (stereo not given)
→ 4	-2	18	-28	-2	8	41	-1.1	8
> O=C(CSc1ccc(-c2cccs2)nn1)NCc1ccccc1Cl
→ .	-3	16	.	0	.	-8	0.1	-11
> O=S(=O)(CCN1CCN(c2ccccc2O)CC1)c1cc(Cl)ccc1Cl
→ -11	0	50*	8	-1	-15	14	2.8	-5
> COc1ccccc1N1CCN(CC(=O)c2c(C)[nH]c3ccccc23)CC1
→ -4	-1	6	-4	-8	-4	0	-1.7	10
> CCCOC(=O)NC1C(NC(=O)OCCC)N(C)C(=O)N1C (stereo not given)
→ 3	0	2	1	0	-9	7	1.5	-10
> O=C(N/C(=C/c1cccnc1)C(=O)N1CCCCCC1)c1ccccc1
→ 6	3	10	-3	-2	-1	1	-0.2	14
> CC(=O)c1cccc(NC(=O)CN(C)S(=O)(=O)c2ccc3c(c2)CCC(=O)N3)c1
→ 1	-2	3	2	0	-15	7	3.1	11
> COc1ccc(C(=O)Nc2nc3ccccc3[nH]2)cc1S(=O)(=O)N1CCOCC1
→ -10	0	3	5	-2	2	4	-0.1	4
> O=C(COC(=O)c1ccc(O)cc1)NC1CCCCCC1
→ 2	2	20	0	-1	-3	-9	0.7	0
> O=C(COC(=O)CCCNC(=O)c1ccc(Cl)cc1)Nc1cc(Cl)c(Cl)cc1Cl
→ -7	-2	3	-2	1	-8	1	-0.1	-17
> CCC(C)(C)C(=O)Nc1cccc(Cl)c1C
→ -1	2	-2	-2	-4	1	1	0.6	5
> COn1c(C)c(C(C)=O)c2c3nonc3ccc21
→ 15	-2	6	-15	-3	-2	29	-2.3	-3
> COC(=O)c1ccc(/C=N/n2c(C)nc3ccccc3c2=O)cc1
→ -6	-3	15	-11	-4	-13	-19	-0.2	1

# Next results follow.
# Fields: CXCR6 block	UPR XBP1 act	tim23-1 inh	CCR6 antagonist	APJ ag	EBI2 antag	Mdm2 MdmX PPI	CHOP UPR activ	APJ antagonist
> CCOC(=O)C1=C(C)Nc2ncnn2C1c1cccs1 (stereo not given)
→ 5	2	-1	17	-4	-23	26	1.5	14
> CCOc1ccccc1/C=C(\C(=O)O)c1ccc(S(=O)(=O)N2CCCCC2)s1
→ 2	-5	13	7	0	4	-3	-0.6	0
> CCCC(=O)Oc1ccccc1C1SCc2cc(C)c(C)cc2CS1
→ 4	0	3	2	0	9	25	1.3	-12
> COc1ccc(C)cc1NC(=O)C(Sc1ccccc1)c1ccccc1 (stereo not given)
→ .	-1	32	.	0	.	-3	0.2	-21
> C/C(=N\O)c1ccc(N2C(=O)C3CC=C(Cl)CC3C2=O)cc1 (stereo not given)
→ -3	4	15	10	1	-1	-83	4.8	5
> CCOC(=O)c1nn(-c2ccc(Br)cc2)cc1C(=O)c1cccc2ccccc12
→ 5	-1	4	16	-1	10	62*	2.2	9
> CCc1ccc(-n2c(Cn3nc(C(F)(F)F)cc3C)n[nH]c2=S)cc1
→ 8	-1	11	-15	-4	16	-6	-1.4	28
> COc1cccc(NC(=O)CCC(=O)NCc2ccco2)c1
→ -5	-2	-3	-4	0	-6	-7	2.8	2
> CC(NC(=O)c1cc2cc(F)ccc2[nH]1)c1ccccc1 (stereo not given)
→ 0	2	34	6	-2	-6	31	0.5	-7
> COc1ccc(OC)c(Nc2nc(-c3sc(C)nc3C)cs2)c1
→ 1	6	-2	-13	-5	25	29	4.7	11
> Cc1ccc(NC(=O)COC(=O)Cc2ccsc2)cc1S(=O)(=O)N1CCOCC1
→ -8	-1	10	9	3	-9	13	0.8	-5
> CCN(Cc1ccccc1)C(=O)COC(=O)c1n[nH]c2ccccc12
→ 10	2	11	5	-5	1	-8	-2.2	-20
> Fc1ccc(NC(=S)NCCc2ccccc2)c(F)c1F
→ -12	-3	51*	12	-1	-2	4	2.7	-33

# Bioassay records deposited in PubChem BioAssay by Sanford-Burnham Center for Chemical Genomics.
